Assay outcomes as filed in PubChem BioAssay.
RAD52 inh: RAD52 DNA annealing inhibitors, primary screen, biochemical, FRET, single point, set 2. recombinant RAD52 DNA annealing, FRET fluorescence. inhibition, % at 18.7 µM. 360,000 tested, 0.46% active. AID 651710, 2012;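 active means every replicate showing at least 50% inhibition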
Target sequence (P43351 whole entry, looked up): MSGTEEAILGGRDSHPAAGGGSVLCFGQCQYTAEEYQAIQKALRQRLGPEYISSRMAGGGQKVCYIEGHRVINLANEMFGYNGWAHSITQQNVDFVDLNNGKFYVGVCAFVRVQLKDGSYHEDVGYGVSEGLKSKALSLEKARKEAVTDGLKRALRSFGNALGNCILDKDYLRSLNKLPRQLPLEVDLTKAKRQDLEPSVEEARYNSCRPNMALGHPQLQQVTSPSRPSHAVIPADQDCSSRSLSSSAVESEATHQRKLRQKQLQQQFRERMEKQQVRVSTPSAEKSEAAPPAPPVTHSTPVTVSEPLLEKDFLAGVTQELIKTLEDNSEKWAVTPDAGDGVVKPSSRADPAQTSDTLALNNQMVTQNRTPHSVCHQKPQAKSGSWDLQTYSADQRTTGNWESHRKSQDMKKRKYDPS
ARNT TACC3 PPI: disruptors of ARNT/TACC3 protein interaction, primary screen, biochemical, AlphaScreen, single concentration; Transforming acidic coiled-coil-containing protein 3 (Homo sapiens), Q9Y6A5; AlphaScreen His-ARNT PAS-B/GST-TACC3 binding, luminescence; TACC3 fragment carries E629A point mutation; inhibition, % at 9.99 µM; 390,000 tested, 0.66% active; AID 623870, 2012;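 active means mean inhibition of replicates at least 50% and at least half of replicates each reaching 50%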;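 further: 0% = complete ARNT plus TACC3 wells and 100% = ARNT alone without TACC3; many hits fall short of the cut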
RAD54 branch: inhibitors of human RAD54 branch migration, primary screen, biochemical, fluorescence, single point; DNA repair and recombination protein RAD54-like (Homo sapiens), Q92698; RAD54 Holliday junction branch migration, FAM/BHQ fluorescence; inhibition, % at 10.4 µM; 360,000 tested, 0.14% active; AID 602329, 2012;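 active means mean normalized replicate activity at least 40 and at least half of replicates scoring 40 or more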;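 further: 0% = median of neutral control wells and 100% = median of positive control wells; inhibitors cause a drop in the FAM fluorescence signal; in these data hits start at about 50%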
XiGFP reactiv: activators of inactive X chromosome reactivation, primary screen, imaging, XiGFP fibroblasts, GFP high-content imaging, set 2; activation, % at 7.58 µM; XiGFP mouse fibroblasts, % GFP-positive cells imaging, 3 d; cells co-treated with 5-aza-dC sensitizer; scaled so ellipticine positive control = 100%; 360,000 tested, 0.055% active;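 active means mean normalized replicate activation at least 10% and every replicate at or above 10%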;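 further: 0% = median of on-plate neutral control wells and 100% = ellipticine 6 µM median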
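Material: XiGFP fibroblasts, SV40-immortalized. Buffer or medium: DMEM plus 5-aza-dC sensitizer. Compound: single concentration per compound, delivered by pin transfer. Times: 3 days compound exposure. Controls: ellipticine 6 µM.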
ERAP1 inh: human ERAP1 aminopeptidase inhibitors, primary screen, biochemical, single point, plate reader. Endoplasmic reticulum aminopeptidase 1 (Homo sapiens), Q9NZ08. recombinant ERAP1, Leu-AMC fluorescence, 60 min. 340,000 tested, 0.15% active. inhibition, % at 10.7 µM;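 active means mean replicate inhibition of at least 30%, or all replicates individually reaching that 30% level; inactive means mean below 30% and not every replicate reaching it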;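 further: 0% = neutral control wells and 100% = L-leucinethiol positive control wells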
F508del corr: F508del CFTR correction, initial screen, CFBE line, single point | CFBE cells, YFP halide quenching; stimulated with forskolin plus potentiator P3; % fluorescence drop versus neutral controls | activity (quench increase), % at 7.58 µM | 350,000 tested, 0.36% active;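 active means mean added fluorescence quench of at least 8% versus neutral control, with both replicates also reaching 8%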;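 further: cells transiently co-express mutant CFTR-F508del with the halide-sensitive YFP; corrector assay measuring rescue of mutant channel to the surface after 24 h compound exposure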
INS-1E GSIS act: GLuc luminescence reporter in INS-1E cells, primary screen for activators of glucose-dependent secretion of insulin. INS-1E GLuc reporter insulin secretion, 2-3 h. activation, % at 16.6 µM. 370,000 tested, 0.61% active. AID 743287, 2014;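 active means lowest replicate activation of at least 40%, so every replicate reaches that level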;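 further: 0% = median of neutral control wells and 100% = median of IBMX positive control wells; some compounds called inactive have numbers as strong as hits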
esBAF inh: Bmi1 luciferase reporter increase in mESCs, primary screen, esBAF inhibitor project, mouse ES cells, Bmi1 luciferase knock-in, single point; reporter increase, % at 12.5 µM; 350,000 tested, 2% active; 24 h; 100% = twice the neutral-well signal; in the data active means activation above about 40%;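 further: 0% = median of the plate's neutral control wells and 100% = double that signal; a rise in the Bmi1 reporter signal indicates esBAF inhibition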
Starred values were filed as active, the others as inactive; · = not tested or not shown; & = joins results of further samples. Hits appear at their usual frequency; any-hit rate near 3.3%.

SMILES | RAD52 inh | ARNT TACC3 PPI | RAD54 branch | XiGFP reactiv | ERAP1 inh | F508del corr | INS-1E GSIS act | esBAF inh
COc1ccc(CCNCc2ccccc2N2CCCC2)cc1 | -9 | 6 | -23 | 0.0 | -3 | 4.5 | 10 | -14
Cc1nc(SCC(=O)NCC(F)(F)F)c2c(-c3cccs3)csc2n1 | -33 | -6 | · | 0.0 | 0 | -0.3 | 3 | ·
CCCNC(=O)C[C@H]1CC[C@@H]2[C@@H](COc3ccc(NC(=O)Nc4c(C)noc4C)cc3C(=O)N2C)O1 | 13 | 3 | 0 | 0.2 | 2 | -2.6 | 9 | -10
O=C1N[C@@H](c2ccccc2)COC(=O)[C@H](Cc2ccc(F)cc2)C/C=C\C[C@H]1CC(=O)N(CCO)Cc1ccccc1 | -20 | -3 | 8 | -0.2 | -2 | -1.4 | -33 | -2
C=CCn1c(SCC(=O)Nc2ccc(Br)cc2)nc(O)cc1=O | -3 | · | -11 | 0.2 | 1 | -2.8 | · | -5
O=C(CN1c2cccc3cccc(c23)S1(=O)=O)Nc1ccc(F)c(F)c1F | -4 | 1 | 0 | 0.2 | 0 | -0.1 | 2 | ·
CO[C@H]1CN(C)C(=O)c2cc(NS(C)(=O)=O)ccc2OC[C@H](C)N(C(=O)C2CCC2)C[C@@H]1C | -12 | -5 | 10 | 0.2 | 0 | -2.2 | -1 | 3
C/C=C/c1ccc2c(c1)O[C@@H](CN(C)Cc1cncnc1)[C@@H](C)CN([C@H](C)CO)S2(=O)=O | -12 | -3 | 2 | -0.8 | -2 | -0.5 | 10 | -10
Cc1ccc(-n2c(C)cc(C(=S)N3CCOCC3)c2C)cc1C | -6 | 1 | -13 | · | -4 | · | 3 | -4
COc1ccccc1-c1ccc(C2[C@H]3CNC[C@@H]2N3S(=O)(=O)c2ccc(F)cc2)cc1 (stereo not given in full) | 19 | · | · | 0.0&0.0 | -2 | 1.8&-1.6 | -23&6 | ·
COc1cc(-c2cc(C(=O)NCCc3ccc(S(N)(=O)=O)cc3)c3ccccc3n2)cc(OC)c1OC | -16 | -8 | 12 | 0.0 | -4 | 0.9 | -16 | ·
CC(C)C#Cc1cnc2c(c1)C(=O)N([C@@H](C)CO)C[C@H](C)[C@H](CN(C)C(=O)c1ccc3c(c1)OCO3)O2 | -1 | 0 | -1 | 0.0 | -3 | 2.7 | -7 | -1
COC(=O)[C@]12CCCCC=C1N(Cc1ccc3c(c1)OCO3)C(=O)[C@H](CC(=O)NCCC(C)C)C2 | -4 | · | · | 0.0 | 0 | -4.5 | · | ·
CC(C)C#Cc1cnc2c(c1)C(=O)N([C@H](C)CO)C[C@@H](C)[C@@H](CN(C)C(=O)Cc1ccncc1)O2 | 6 | 0 | -41 | -0.5 | 0 | 1.7 | -4 | -2
CC(C)c1nnc(NC(=O)CCC(=O)N2CCN(c3ccc(Cl)cc3)CC2)s1 | -20 | 11 | -13 | 0.1 | 0 | -3.7 | 11 | -5
CCN(CC)C1=CC(=[N+]2CCCC2)CC(C)(C)C1 | · | -7 | -3 | -0.1 | · | · | -27 | ·
O=S(=O)(Nc1ccccc1F)c1ccc2nsnc2c1 | · | 5 | 1 | · | · | · | -3 | -6
CCN(CC)C(=O)CSc1nc2c(sc(=S)n2-c2ccc(C)cc2C)c(=O)[nH]1 | -15 | -3 | -14 | 0.0 | 1 | -1.7 | 25 | -2
C/C(CC(=O)NCc1ccccc1Cl)=N/NC(=O)c1ccccn1 | -11 | 26* | 3 | 0.0 | -3 | 1.1 | -18 | 44*
C[N+]1(CC#CC(O)(c2ccccc2)c2ccccc2)CCCC1 | -8 | -3 | · | 0.3 | 23 | -1.2 | 9 | ·
O=C(/C=C/c1ccc(F)cc1)NCCCN1CCN(CCCNC(=O)/C=C/c2ccc(F)cc2)CC1 | -9 | -1 | · | 0.0 | -1 | -0.4 | -5 | ·
O=C(Nc1cc(S(=O)(=O)N2CCOCC2)ccc1N1CCOCC1)c1cc(=O)[nH]c2ccccc12 | 1 | -9 | · | 0.1 | -2 | -0.6 | · | ·
COc1cc(C(=O)NCCNC(=O)c2ccc(C)nc2)cc(OC)c1OC | -14 | -1 | -1 | 1.0 | -7 | -0.3 | 8 | -4
Cc1ccc(NC(=O)CN(C)C(=O)c2cc(-c3cccs3)nn2-c2ccccc2)cc1 | -22 | 2 | -1 | -0.1 | 6 | 2.0 | -7 | -4
C[C@H](CO)N1C[C@H](C)[C@H](CN(C)C(=O)CCCN(C)C)OCCCC[C@H](C)Oc2ccc(NC(=O)Nc3ccc(C(F)(F)F)cc3)cc2C1=O | · | -2 | 19 | 0.4 | · | 0.5 | 28 | 2
Cc1ccc(-n2c(Cc3cccs3)nnc2SCC(N)=O)cc1 | -8 | 2 | · | · | -1 | 2.9 | 9 | ·
O=C(Cn1c(=O)c2c(ncn2Cc2ccccc2)n(Cc2ccccc2)c1=O)N1CCCC1 | · | 8 | 6 | · | · | · | -6 | 6
CCC(C)CN1C(=O)CN(S(C)(=O)=O)CC1(C)C(=O)Nc1ccc2c(c1)OCCO2 (stereo not given) | -3 | · | · | -0.1 | -2 | 0.4 | 31 | ·
Cc1ccc2c(C)c(C(=O)NCC3CCOCC3)oc2c1C | -1 | · | 4 | 0.3 | -1 | -0.5 | 3 | -1
CCC(CC)C(=O)c1c[nH]c(C(=O)OC)c1 | -15 | 1 | -5 | 0.4 | 1 | -3.4 | -10 | -8
COCC(=O)Nc1ccc2c(c1)[C@H]1C[C@H](CC(=O)NCCc3ccccc3)O[C@@H](CO)[C@H]1O2 | -5 | 4 | 11 | 0.0 | 9 | -8.7 | 0 | 16
Cc1cn(C2CC(O)C(CO)O2)c(=O)n(CCCc2ccccc2)c1=O (stereo not given) | -4 | 1 | · | 0.0 | -2 | 0.6 | 1 | ·
N#C/C(=C\Nc1ccc(F)c(Cl)c1)S(=O)(=O)c1ccccn1 | -17 | -5 | -4 | 0.0 | · | 0.4 | 20 | ·
CCCC#Cc1cnc2c(c1)C(=O)N([C@@H](C)CO)C[C@H](C)[C@@H](CN(C)S(C)(=O)=O)O2 | -10 | -8 | 3 | 0.0 | 2 | 0.4 | 7 | 2
CCN(C(=O)CSc1nnc(-c2ccccc2C)n1C)c1c(N)n(Cc2ccccc2)c(=O)[nH]c1=O | -8 | 2 | 4 | -0.1 | 0 | 1.9 | -8 | 4
CCCc1nc2c(=O)n(C)c(=O)nc-2n(C)n1 | 35 | 10 | 74* | 5.7 | 3 | -8.2 | -40 | -52
C=Cn1cc[n+](CC(=O)c2ccc(Br)cc2)c1 | -11 | 2 | -2 | 0.0 | 9 | -0.6 | 7 | -2
CN1CCC(=NNC(=O)CN(c2cccc(Cl)c2)S(C)(=O)=O)CC1 | -6 | · | · | -0.1 | -1 | -1.5 | -7 | ·
COc1cc(C(=O)NC2CCCc3ccccc32)cc(OC)c1OC (stereo not given) | -4 | -1 | 9 | -0.1 | 0 | -1.8 | -16 | -7
CCOc1ccc(/C=N\NC(=O)c2c(C)nc3cc(C)ccn23)cc1 | -16 | -4 | -12 | 0.6 | -3 | -2.9 | 8 | -1

Three entries out of the list, arranged by molecular weight, lowest first.
SMILES | RAD52 inh | ARNT TACC3 PPI | RAD54 branch | XiGFP reactiv | ERAP1 inh | F508del corr | INS-1E GSIS act | esBAF inh
C=Cn1cc[n+](CC(=O)c2ccc(Br)cc2)c1 | -11 | 2 | -2 | 0.0 | 9 | -0.6 | 7 | -2
Cc1ccc(NC(=O)CN(C)C(=O)c2cc(-c3cccs3)nn2-c2ccccc2)cc1 | -22 | 2 | -1 | -0.1 | 6 | 2.0 | -7 | -4
COCC(=O)Nc1ccc2c(c1)[C@H]1C[C@H](CC(=O)NCCc3ccccc3)O[C@@H](CO)[C@H]1O2 | -5 | 4 | 11 | 0.0 | 9 | -8.7 | 0 | 16

Continued:
SMILES | RAD52 inh | ARNT TACC3 PPI | RAD54 branch | XiGFP reactiv | ERAP1 inh | F508del corr | INS-1E GSIS act | esBAF inh
CN1CCN(c2ccc(CNC(=O)c3ccco3)cc2)CC1 | -22 | -4 | · | 0.0 | · | 1.0 | -6 | ·
CCC12CN3CC(CC)(CN(C1)C3c1ccc([N+](=O)[O-])o1)C2=O (stereo not given) | 7 | -5 | · | 0.0 | 5 | -0.1 | -18 | ·
CCOc1ccc(NC(=O)C2Cc3ccccc3CN2S(=O)(=O)CC)cc1 (stereo not given) | -32 | -3 | 2 | 0.4 | 1 | 0.2 | 19 | 6
Cc1ccc(SCc2ccc(C(=O)Nc3cccc([N+](=O)[O-])c3)cc2)cc1 | · | 0 | 6 | · | · | · | 6 | 1
COc1ccc(C(=O)Nc2sc3c(c2C(=O)O)CC(C)(C)OC3)cc1 | · | 3 | -3 | -0.2 | · | · | 9 | ·
Cc1ccc(-c2nn(-c3ccccc3)cc2/C=C2\SC(=S)N(CC(=O)O)C2=O)cc1 | -37 | 3 | -9 | 0.1 | -1 | 0.2 | -17 | -6
C[C@@H]1CC=C[C@@H]2[C@H]1C(=O)N(Cc1ccccc1)[C@H]2c1ccccc1Br | 0 | 4 | -1 | 0.0 | 0 | 0.2 | 19 | -4
CCOC(=O)C1(C)C=C(Nc2cccc(OC)c2)C(=O)N1c1ccccc1 (stereo not given) | -15 | -7 | -5 | 0.0 | 7 | 1.0 | 4 | ·
CCC(=O)Nc1ccc2c(c1)OC[C@H](C)N(C(=O)CN(C)C)C[C@@H](C)[C@H](OC)CN(C)C2=O | -2 | 1 | -4 | 0.3 | 3 | -1.9 | -1 | -5
Cc1cccc2nc(CSc3ccc(Cl)cc3)cn12 | -14 | -1 | -1 | 0.5 | 3 | -2.8 | 11 | 76*
Cc1cc(C)cc(C(=O)NCC(=O)OCC(=O)NC2CCCc3ccccc32)c1 (stereo not given) | -7 | -2 | 16 | 0.0 | -10 | · | -26 | -3
COc1ccc(C2=NN(C(=O)CSc3nnc(C)c(=O)n3N)C(c3ccco3)C2)cc1 (stereo not given) | -39 | 4 | · | 0.1 | 0 | -6.3 | 6 | ·
Cc1ccoc1C(=O)N1CCN(C(=O)c2occc2C)CC1 | -5 | -4 | -7 | 0.4 | -5 | 0.9 | 3 | -4
C[C@@H]1CN([C@@H](C)CO)S(=O)(=O)c2ccc(-c3cncnc3)cc2O[C@H]1CN(C)C(=O)c1cccc(F)c1 | 5 | 1 | -10 | 0.0 | -1 | 2.1 | 9 | 3
CCS(=O)(=O)N1CCC2(CC1)CN(S(=O)(=O)c1ccccc1)[C@@H](CO)c1c2c2ccc(OC)cc2n1C | 17 | · | · | 0.2 | -1 | -1.8 | -1 | ·
CNC[C@H]1Oc2cc(C#CCOC)ccc2S(=O)(=O)N([C@H](C)CO)C[C@@H]1C | -23 | 1 | -2 | 1.0 | -3 | -0.5 | -23 | -4
CC(=O)c1cccc(NC(=O)c2cc(=O)c3ccccc3o2)c1 | -14 | -2 | 0 | 0.2 | -4 | -3.2 | -7 | 13
COCC(=O)N[C@H]1C=C[C@H](CC(=O)N2CCCCC2)O[C@H]1CO | -18 | 1 | 2 | 0.0 | 1 | 0.7 | 0 | 0
Cc1ccccc1-n1cc(CNC(=O)C2CCC(=O)N(C3CC3)C2)cn1 (stereo not given) | -22 | -6 | 3 | 0.3 | 0 | 0.9 | 24 | 12
